TR SRC2 fluor cs = Total Fluorescence Counterscreen for Inhibitors of the Interaction of Thyroid Hormone Receptor and Steroid Receptor Coregulator 2; TRb/SRC2 Texas Red total fluorescence interference; actives 0.29% (n = 280,000); Potency, µM (highest dose often 106 µM), for inactives: top-dose fluorescence change, negative = quenching; AID 1479, 2009; active means well fitted curve in either direction with a large enough effect; inconclusive means small, poorly fitted or top-dose-only effect
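Flags fluorescent or light-absorbing compounds by total fluorescence, S + 2P, at 555 nm excitation and 632 nm emission. Mixture: 20 nM Texas Red SRC2 peptide, 0.6 uM human TRb LBD, 1 uM T3, 5% DMSO; compound exposure 5 h at ambient temperature.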
KDM4E inh = qHTS Assay for Inhibitors of Human Jumonji Domain Containing 2E (JMJD2E). JMJD2E catalytic domain, FDH-coupled NADH fluorescence (FDH is formaldehyde dehydrogenase). Potency, µM (doses to about 57.1 µM), for inactives: at the top dose activity change, negative = inhibition, most hits filed as inhibitors. actives 1.6% (n = 230,000); active means well fitted inhibition curve with a large enough effect, not every such curve was filed as active; inconclusive means small, poorly fitted or top-dose-only effect, or another doubt; inactive means no such curve, though single readings can be large or run the other way;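 further: 0% = wells with enzyme and -100% = buffer wells without enzyme; nearly all actives have a fitted effect of over 50% in size; many of its hits are not listed in these tables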
Target sequence (B2RXH2 1-337 limits assumed): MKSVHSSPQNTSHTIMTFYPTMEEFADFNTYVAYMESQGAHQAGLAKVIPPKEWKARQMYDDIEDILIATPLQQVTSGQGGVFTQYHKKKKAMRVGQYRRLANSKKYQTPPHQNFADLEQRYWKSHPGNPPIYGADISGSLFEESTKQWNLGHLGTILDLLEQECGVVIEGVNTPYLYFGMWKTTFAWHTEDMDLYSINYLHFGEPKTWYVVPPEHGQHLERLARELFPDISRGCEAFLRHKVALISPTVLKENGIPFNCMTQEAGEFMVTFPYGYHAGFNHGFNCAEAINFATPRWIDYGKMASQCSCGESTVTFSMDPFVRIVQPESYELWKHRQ
RECQ1 helicase = qHTS Assay for Inhibitors of RecQ-Like Dna Helicase 1 (RECQ1) | ATP-dependent DNA helicase Q1 (Homo sapiens), P46063 | RECQ1 DNA unwinding, red fluorescence kinetic read | Potency, µM (titrated, usually from 57.3 µM), for inactives: at the top dose activity, negative = inhibition, most hits filed as inhibitors | actives 0.54% (n = 240,000) | AID 2549, 2010;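 further: plate controls were vehicle for no effect and no enzyme for full effect; nearly all actives have a fitted effect of over 30% in size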
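50 nM RECQ1T1 preincubated 15 min with compound in Tris pH 8.0 buffer with MgCl2, DTT, Tween-20 and 2.5 ug/ml poly(dI-dC); started with 200 nM TAMRA/BHQ-2 forked duplex and 2 mM ATP. Unwinding read as fluorescence (525/598 nm), two reads 2 h apart.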
TRb SRC2 PPI = qHTS for Inhibitors of the Interaction of Thyroid Hormone Receptor and Steroid Receptor Coregulator 2 | Thyroid hormone receptor beta (Homo sapiens), P10828 | TRbeta-SRC2 peptide binding, fluorescence polarization; receptor liganded with 1 µM T3 | Potency, µM (highest dose often 106 µM), for inactives: top-dose activity change, negative = inhibition, hits mostly inhibitors | actives 0.065% (n = 280,000) | AID 1469, 2008;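 further: plate controls were bound peptide for no effect and peptide without receptor for full effect; nearly all actives have a fitted effect of over 50% in size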
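Fluorescence polarization of 20 nM Texas Red SRC2 peptide with 0.6 uM human TRb ligand-binding domain, in Tris buffer with 1uM T3 and 5% DMSO. Incubated 5 hr ambient; normalized to unbound and bound controls.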
Tau ThT inhib = qHTS for Inhibitors of Tau Fibril Formation, Thioflavin T Binding. Microtubule-associated protein tau (Homo sapiens), P10636. recombinant tau K18 P301L, heparin-induced fibrillization, ThT fluorescence. Potency, µM (doses to about 57.4 µM), without a hit: at the highest dose activity, negative = inhibition, most hits filed as inhibitors. actives 2.1% (n = 270,000). AID 1460, 2008; further: nearly all actives have a fitted effect of over 55% in size
Target sequence (P10636 561-689 P618L limits assumed): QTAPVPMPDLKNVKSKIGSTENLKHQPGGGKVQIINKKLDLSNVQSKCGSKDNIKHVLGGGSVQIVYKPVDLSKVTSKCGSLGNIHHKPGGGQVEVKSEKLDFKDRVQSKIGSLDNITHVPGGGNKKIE
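ThT emission at 510 nm, taken 1 hr after adding 30 uM dye, quantifies aggregates formed when 20 uM heparin acts on human tau K18 P301L for 6 hr at 37 C.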
L3MBTL1 inh = qHTS Assay for the Inhibitors of L3MBTL1 | AlphaScreen L3MBTL1–H3K9me1 peptide binding | Potency, µM (top dose mostly 57.1 µM), without a hit: at the highest dose activity, negative = inhibition, most hits filed as inhibitors | actives 0.66% (n = 230,000) | AID 485360, 2010; further: nearly all actives have a fitted effect of over 60% in size
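Displacement of a biotinylated histone H3(1-15) peptide monomethylated at Lys9 (75 nM) from L3MBTL1 (50 nM) was measured by AlphaScreen after a 30 min room-temperature compound incubation; cefsulodin titration served as intraplate control.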
GoLoco inh red = qHTS Assay for Inhibitors of RGS12 GoLoco Motif Activity (Red Fluorophore); Guanine nucleotide-binding protein G(i) subunit alpha-1 (Homo sapiens), P63096; Gai1:RGS12 GoLoco peptide FP, rhodamine, 10 min; Potency, µM (top dose mostly 61.6 µM), for inactives: top-dose activity, negative = inhibition, usual class: inhibitors; actives 0.44% (n = 230,000); AID 880, 2007; active means well fitted inhibition curve with a large enough effect, not every such curve was filed as active; inactive means no such curve, though single readings can be large or run the other way; further: nearly all actives have a fitted effect of over 30% in size; many of its hits are not listed in these tables
Target sequence (P63096 whole entry, looked up): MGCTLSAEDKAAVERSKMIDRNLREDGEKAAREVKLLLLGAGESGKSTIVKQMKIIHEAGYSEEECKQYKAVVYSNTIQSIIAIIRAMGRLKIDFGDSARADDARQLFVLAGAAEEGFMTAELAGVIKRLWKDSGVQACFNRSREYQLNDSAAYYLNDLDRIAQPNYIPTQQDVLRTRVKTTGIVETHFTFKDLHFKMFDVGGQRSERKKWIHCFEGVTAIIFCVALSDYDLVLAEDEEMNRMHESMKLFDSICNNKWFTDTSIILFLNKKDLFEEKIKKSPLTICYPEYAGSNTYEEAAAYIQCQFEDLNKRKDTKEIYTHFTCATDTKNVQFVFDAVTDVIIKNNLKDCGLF
Tau FP inhib = qHTS for Inhibitors of Tau Fibril Formation, Fluorescence Polarization | Potency, µM (top dose mostly 57.7 µM), inactives show at the top dose activity, negative = inhibition, hits mostly inhibitors | K18 P301L tau heparin fibrillization, Alexa594 FP, 6 h | actives 0.39% (n = 280,000) | AID 1468, 2008; further: nearly all actives have a fitted effect of over 55% in size
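Compound effects on tau fibrillization are measured by Alexa 594 fluorescence polarization (ex 555, em 632 nm). K18 P301L tau is used at 15 uM with 0.24 uM labeled tracer, and 20 uM heparin induces aggregation over 6 hr at 37 C.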
The depositor's hits bear a star; i = inactive; ? = inconclusive; . = not tested or not shown; [ ] = dose if it differs, or a comment. Unless noted, the call rests on the fitted dose curve; in most records, active means well fitted curve in the direction sought with a large enough effect; inconclusive means small, poorly fitted or top-dose-only effect, or another doubt; inactive means no such curve, though single readings can be large; an effect the other way counts as inactive or inconclusive. Unless noted, on the % scale 0 is the no-effect control and ±100 the full control effect; potency means the concentration at half of the fitted maximal effect.

SMILES	TR SRC2 fluor cs	KDM4E inh	RECQ1 helicase	TRb SRC2 PPI	Tau ThT inhib	L3MBTL1 inh	GoLoco inh red	Tau FP inhib
CCOC(=O)c1c(C)oc2c1C(=O)c1ccccc1C2=O	-4%	-25%	0%	8%	?	-10%	8%	-4%
Cc1ccccc1Cn1ccc(-c2ccc3c(c2)OCO3)n1	-2%	7%	-2%	7%	-7%	16%	0%	-2%
CCC1CCCCN1C(=O)Cn1c(=O)n(-c2ccc(Cl)c(Cl)c2)c(=O)c2c(C)c(C(=O)N(C)C)sc21 (stereo unspecified)	-3%	.	.	5%	-2%	.	.	-8%
Cc1ccccc1N(CC(=O)N/N=C/c1cc(Br)c(C)o1)S(C)(=O)=O	-3%	0%	2%	-1%	-1%	-5%	-10%	-3%
O=C(Nc1ccc2c(c1)OCO2)c1n[nH]c(=O)c2ccccc12	-2%	8%	i	-8%	?	.	14%	?
CC(C)c1ccc(Nc2nnns2)cc1	-2%	-8%	i	-6%	.	.	8%	-5%
Cc1ccsc1S(=O)(=O)N1CCCC(CCC(=O)NCc2ccccc2F)C1 (stereo unspecified)	-2%	0%	-8%	-3%	-11%	0%	6%	0%
CCC(C)(C)NC(=O)Cc1ccc(OC)c(OC)c1	0%	-2%	-8%	9%	-18%	.	4%	-10%
O=C(Nc1nccs1)c1ccc(COc2ccc(Cl)cc2)o1	1%	6%	-1%	-9%	-6%	.	16%	-16%
NC(=O)C1CCN(C(=O)CSc2ncccn2)CC1	1%[53 µM]	10%	-8%	-1%[53 µM]	-2%	5%	9%	-1%

Single records (already shown).
Shown for O=C(Nc1nccs1)c1ccc(COc2ccc(Cl)cc2)o1 = TR SRC2 fluor cs = 1%; KDM4E inh = 6%; RECQ1 helicase = -1%; TRb SRC2 PPI = -9%; Tau ThT inhib = -6%; L3MBTL1 inh = .; GoLoco inh red = 16%; Tau FP inhib = -16%
Shown for CCC(C)(C)NC(=O)Cc1ccc(OC)c(OC)c1 = TR SRC2 fluor cs = 0%; KDM4E inh = -2%; RECQ1 helicase = -8%; TRb SRC2 PPI = 9%; Tau ThT inhib = -18%; L3MBTL1 inh = .; GoLoco inh red = 4%; Tau FP inhib = -10%

Later entries:
SMILES	TR SRC2 fluor cs	KDM4E inh	RECQ1 helicase	TRb SRC2 PPI	Tau ThT inhib	L3MBTL1 inh	GoLoco inh red	Tau FP inhib
C#CCOCCOCCOCCNc1nc(N2CCN(C(=O)[C@H]([C@@H](C)CC)n3cc([C@@H](N)CO)nn3)CC2)nc(N2CCN(C(=O)[C@H]([C@@H](C)CC)n3cc([C@@H](N)CC(C)C)nn3)CC2)n1	0%	-7%	-8%	-7%	0%	-17%	-5%	9%
COc1cc(/C=C/C(=O)OCC(=O)Nc2ccccc2Sc2ccc(Cl)cc2)ccc1O	-2%	?	-12%	-5%	-13%	-4%	3%	5%
COc1cc(OC)c(NC(=O)COCc2cc(-c3cccs3)on2)cc1Cl	2%	.	.	-3%	-11%	.	.	?
Cc1ccc(C2CCN(C(=O)Nc3ccccc3)C2)cc1 (stereo unspecified)	3%	-1%	-6%	0%	-16%	7%	-4%	10%
NC(=O)CC(NC(=O)c1ccccc1)c1ccc(NC2CCCC2)c([N+](=O)[O-])c1 (stereo unspecified)	-4%	-4%	24%	-2%	?	.	5%	3%
Cc1ccc2[nH]c(=O)c(CC=C(Cl)Cl)c(C)c2c1	-3%	-1%	-2%	-4%	0%	0%	6%	-6%
Cc1c2cnn(-c3ccccc3)c(=O)c2c(C)n1CC(=O)Nc1ccccc1Br	0%	.	.	-1%	-3%	.	.	-13%
CCOC(=O)N/N=C\c1cccc(OC)c1	0%[53 µM]	-3%	i	4%[53 µM]	4%	51%[activator]	3%	1%
COc1ccc(NC(=O)COC(=O)[C@@H]2CCCN2C(=O)c2cccs2)cc1	1%	2%	i	3%	-12%	.	6%	5%
Cc1nn(-c2ccccc2)c(Cl)c1/C=N/NC(=O)CCNc1n[nH]c(=O)[nH]c1=O	1%	0%	12%	4%	-11%	2%	1%	8%
O=C(NCCO)c1cccc(Cl)c1	-2%	-1%	-13%	4%	-1%	.	21%	0%
COC(=O)c1c(NC(=O)C2c3ccccc3Oc3ccccc32)sc2c1CCC(C)C2 (stereo unspecified)	?	.	.	-4%	-6%	.	.	-5%
COc1ccc(C2SC[C@@H](C(=O)O)N2C(C)=O)cc1 (stereo partly specified)	-3%	2%	-8%	-15%	-5%	0%	15%	-1%
COC(=O)c1ccc(OC(=O)CCN2C(=O)C3C4c5ccccc5C(c5ccccc54)C3C2=O)cc1 (stereo unspecified)	1%	-3%	-6%	5%	?	5%	-6%	4%
COCCCNc1nc2ccccc2nc1NS(=O)(=O)c1ccccc1	-2%	?	-4%	5%	-3%	8%[11.4 µM]	-1%	-1%
Cc1ccc(NC(=O)CSCc2cnn(-c3ccccc3)c2-n2cccc2)c(C)c1	?	.	.	-8%	?	.	.	1%
CCc1nnc(NC(=O)CC(CN(C)S(=O)(=O)c2ccccc2)c2ccccc2)s1 (stereo unspecified)	1%	2%	-3%	7%	-9%	-4%	3%	-3%
C=CCNC(=O)CC12CC3CC(C1)CC(CC(=O)NCC=C)(C3)C2	-1%	4%	-7%	-6%	1%	-5%	-10%	2%
COCCOc1cc(NC(=O)c2ccccc2)c(Cl)cc1Cl	2%	6%	-10%	-5%	-8%	25%	9%	0%
Cc1nn(-c2ccccc2)c(OC(=O)c2ccc(Cl)cc2)c1S(=O)(=O)c1ccccc1	1%	.	.	-1%	-14%	.	.	-1%
CCOC(=O)c1c(C2CC2)csc1NC(=O)COC(=O)c1cc(OC)c(OC)cc1[N+](=O)[O-]	0%	4%	-6%	10%	-14%	-10%	-13%	?
C#Cc1ccc([C@H]2C=C(C(=O)NC3CC3)O[C@@H](OCC)[C@@H]2CCCO)cc1	-1%	-1%	-11%	3%	2%	-4%	-2%	?
O=S(=O)(N/N=C\c1ccc(-c2ccccc2Cl)o1)c1ccccc1	-1%	-3%	2%	-20%	5%	-28%	151%[activator]	0%
CCOc1cc(/C=N/NC(=O)c2ccc(=O)n(C)c2)ccc1O	-1%	-1%	i	4%	-8%	11%	-10%	-10%
O=C(COC(=O)CCc1nc2ccccc2s1)Nc1ccc(S(=O)(=O)N2CCOCC2)cc1	1%	2%	-5%	-5%	-7%	-4%	5%	-5%
COC(=O)c1cc(Br)c(=O)n(CCN(C(C)C)C(C)C)c1	-1%	0%	-7%	-6%	3%	6%	2%	?
CC1(C)Cc2c(sc3c2c(N)nc(=S)n3Cc2ccccc2)CO1	-7%	0%	-1%	-1%	-7%	.	16%	-6%
Cc1ccc(NC(=O)C2CCN(S(=O)(=O)c3c(C)[nH]c(=O)[nH]c3=O)CC2)cc1	-2%	5%	11%	1%	-7%	3%	1%	8%
Cc1cc(Nc2ccccc2C(=O)O)n(-c2ccc([N+](=O)[O-])cc2)n1	0%	0%	-5%	4%	?	-9%	10%	-1%
O=C(Nc1ccc([N+](=O)[O-])cn1)C1CC1	-1%	-17%	-4%	4%	-16%	15%	5%	-4%
COc1ccccc1Nc1nnc(SCc2cc(=O)n3ccsc3n2)s1	-3%	-8%	i	-8%	?	?	12%	4%
CC(=O)Nc1ccc2oc(-c3ccccc3Br)nc2c1	1%	?	-8%	-15%	?	-8%	26%	0%
C/C(=N\OC(=O)Nc1ccccc1)c1cnn(-c2cc(C(F)(F)F)cc(C)n2)c1C	-2%	3%	-6%	1%	2%	8%	9%	-11%
CCOC(=O)c1ccc(NC(=O)CSc2nc(NC(=O)c3ccccc3)c3c(C)c(C)oc3n2)cc1	-1%	?	16%	2%	-15%	6%	.	-5%
CCCCc1ccc(-n2nc3cc(C)c(NC(=O)Cc4ccccc4)cc3n2)cc1	-77%[53 µM]	.	.	-25%[53 µM]	32µM*	.	.	?
O=c1[nH]c(CSc2nnc(-c3cccnc3)n2C2CCCCC2)nc2ccccc12	-1%	-4%	11%	5%	-13%	.	1%	-1%
Cc1noc(C)c1C(=O)N1CCN(c2ncccn2)CC1	-3%	?	-3%	-10%	2%	9%	3%	2%
COc1cccc(NC(=S)N(CCc2c(C)[nH]c3ccccc23)Cc2ccco2)c1	0%	0%	-8%	1%	?	-5%	7%	14%
COC(=O)c1cc(Br)c(=O)n(Cc2ccc(C(=O)O)cc2)c1	-6%	4%	-3%	6%	3%	0%	1%	1%
Cc1ccc(Nc2nnc(SC(C)C(=O)Nc3c(C)n(C)n(-c4ccccc4)c3=O)s2)cc1 (stereo unspecified)	0%	7%	-11%	-2%	3%	0%	2%	9%
COc1ccc(CN2C(=O)c3cccnc3C2Nc2cc(Cl)ccc2OC)cc1 (stereo unspecified)	0%	14µM*	-11%	-5%	-10%	?	2%	9%
CCOc1ccc(CCNc2nc3ccccc3n3c(C)nnc23)cc1OCC	?	.	.	-15%	8%	.	.	-12%
COc1ccccc1CN(C)CC(=O)Nc1ccccc1-c1ccccc1	0%	-3%	-8%	4%	?	.	-9%	7%
CC(C)CNC(=O)COc1ccccc1[N+](=O)[O-]	-4%	7%	-4%	-3%	-3%	7%	.	-9%
Oc1cccc(/C=N/NC(=S)Nc2cccnc2)c1O	-8%	22µM*	?	3%	4%	4µM*	-12%	9%
NNC(=O)CNC(=O)CNS(=O)(=O)c1ccccc1	1%	31%[activator]	i	8%	0%	9%	10%	1%
O=C(/C=C/c1ccccc1)N1CCN(c2cccc(Cl)n2)CC1	-4%	-15%	i	19%	10%	36%[activator]	-6%	-11%
COc1ccc(-c2[nH]ncc2C(=O)NCc2ccccc2C)cc1	-15%	.	.	-2%	?	.	.	-5%

An excerpt, so the mix of outcomes need not match the whole.
